Screens: PubChem, several laboratories
MC4R antagonist: MC4R antagonists of cAMP signaling, primary screen, cell-based, TR-FRET, antagonist arm of biased-ligand search; MC4R-expressing cells, MTII-stimulated cAMP, LANCE TR-FRET; AID 540295, 2011; inhibition, % at 6.5 µM; 360,000 tested, 0.48% active;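 active = inhibition above its plate's cutoff, the mean of tested wells on that plate plus 3 SD, cut at about 29% in these data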;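 note: 0% = Melanotan II alone and 100% = Melanotan II plus saturating MCL0020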
Target sequence (P32245 whole entry, looked up): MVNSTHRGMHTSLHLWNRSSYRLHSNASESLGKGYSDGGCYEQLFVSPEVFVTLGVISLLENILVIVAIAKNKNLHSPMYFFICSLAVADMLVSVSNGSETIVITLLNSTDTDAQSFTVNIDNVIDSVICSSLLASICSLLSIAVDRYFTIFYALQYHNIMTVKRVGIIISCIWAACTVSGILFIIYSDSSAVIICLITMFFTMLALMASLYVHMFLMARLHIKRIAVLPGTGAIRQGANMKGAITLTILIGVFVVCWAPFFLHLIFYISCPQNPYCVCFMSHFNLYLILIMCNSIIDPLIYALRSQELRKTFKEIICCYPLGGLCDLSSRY
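System: U2OS-MC4R stable cell line; Technique: Eu-cAMP/anti-cAMP TR-FRET, emission 671 nm; Repeats: single well per compound; Also added: Melanotan II; Dosing: one concentration, 6.5 µM nominal; Schedule: 30-min compound, 1-h challenge, 1-h detection, room temperature.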
TLR9-MyD88 inh: inhibitors of TLR9-MyD88 association in cells, primary screen, cell-based, CHO, BLA complementation, fluorescence; CCF4 FRET ratio; inhibition, % at 4.98 µM; 340,000 tested, 0.21% active;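 active = inhibition above the mean over all tested compounds plus 3 SD, cut at about 21% in these data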;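 note: 0% = DMSO only wells and 100% = clavulanate BLA inhibitor control wells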
Glyco luc inh: increase of ERlucT glycosylation luciferase signal, primary screen, N-linked glycosylation inhibitor project, D54 ERlucT cells, luminescence, set 2. reporter increase, % at 12.5 µM. D54 ERlucT glycosylation luciferase reporter, 24 h; percent of 100 nM tunicamycin response. 360,000 tested, 0.23% active;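 active = mean luciferase reporter signal, scaled so untreated is 0 and the glycosylation-blocking control 100, at or above a set limit in every replicate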;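 note: luciferase carries N-glycosylation sites so blocking glycosylation raises the light; 0% = median of neutral control wells and 100% = median of 100 nM tunicamycin wells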
Granule exo inh: LAMP-1 surface exposure blockers, TALL-104 cells – cell-based, flow cytometry, MLPCN library, primary screen; inhibition, % at 10 µM; TALL-104 LAMP-1 surface exposure; cells stimulated with thapsigargin and PMA; AID 651702, 2012; 360,000 tested, 0.66% active;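 active = inhibition above about 55%, limit read from the data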
ABHD5-PLIN5 inh: ABHD5-PLIN5 interaction inhibitors, primary screen, cell lysate, split luciferase complementation, luminescence; Split G. princeps luciferase complementation, 4 h; Perilipin-5 (Homo sapiens) + 1-acylglycerol-3-phosphate O-acyltransferase ABHD5 (Homo …; inhibition, % at 4 µM; 360,000 tested, 0.78% active;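 active = inhibition above the mean inhibition across every tested compound plus 3 SD, cut at about 22% in these data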;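 note: 0% = DMSO only wells and the 100% control is not disclosed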
aDG glyco act: activators of alpha-DG glycosylation, primary screen, uHTS, Pro5-aDG cells, AlphaScreen; alpha-DG glycosylation AlphaScreen (IIH6); 0% Pro5, 100% B10-LARGE cell signal; activation, % at 10 µM; 360,000 tested, 0.22% active;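 active = activation of at least 8% versus controls, or a plate z-score of at least 8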;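 note: Pro5 are CHO cells carrying HIG-tagged alpha-DG that lacks glycosylation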
MC4R barr agon: MC4R agonists recruiting beta-arrestin, primary screen, cell-based, luminescence, agonist arm of biased-ligand search; Melanocortin receptor 4 (Homo sapiens), P32245; U2OS MC4R beta-arrestin complementation; percent of melanotan II response, DMSO zero; activation, % at 8.9 µM; 360,000 tested, 0.98% active; AID 540308, 2011;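 active = activation above a per-plate cutoff, the mean activation of sample wells on that plate plus 3 SD, cut at about 8% in these data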
Vif inh: HIV Vif self-association inhibitors, primary screen, imaging, HEK293T, single point; inhibition, % at 7.49 µM; 340,000 tested, 0.35% active; HEK293T cells, Vif self-association by quenched fluorescence, 24 h; in the data active = inhibition above about 50%, passing the limit was not always enough; note: some results filed as inactive read as strong as hits
NOD2 RIPK2 PPI: NOD2-RIPK2 binding disruptors in cells, primary screen, fluorescence, CHO cells, BLA complementation; CCF4 ratio; inhibition, % at 4.98 µM; 360,000 tested, 0.38% active; AID 624267, 2012; in the data active = inhibition above about 21%;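 note: 0% = vehicle only and 100% = reference blocker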
Target sequence (O43353 whole entry, looked up): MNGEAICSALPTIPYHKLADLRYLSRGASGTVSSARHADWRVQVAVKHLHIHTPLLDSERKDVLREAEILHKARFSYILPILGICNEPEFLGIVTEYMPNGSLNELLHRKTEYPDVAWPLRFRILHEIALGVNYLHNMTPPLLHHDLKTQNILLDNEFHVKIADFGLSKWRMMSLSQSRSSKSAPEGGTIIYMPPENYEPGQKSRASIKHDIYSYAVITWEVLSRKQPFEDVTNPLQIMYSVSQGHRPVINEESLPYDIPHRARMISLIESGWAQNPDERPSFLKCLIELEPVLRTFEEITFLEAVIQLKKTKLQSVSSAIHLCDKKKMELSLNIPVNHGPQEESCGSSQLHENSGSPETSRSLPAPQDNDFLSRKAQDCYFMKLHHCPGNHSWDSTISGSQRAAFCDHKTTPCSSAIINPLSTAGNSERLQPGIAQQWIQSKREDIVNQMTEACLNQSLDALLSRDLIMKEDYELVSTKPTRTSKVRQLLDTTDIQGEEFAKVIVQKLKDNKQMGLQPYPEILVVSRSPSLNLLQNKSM
ABCB6 inh MLPCN: ABCB6 transporter inhibitors, primary screen, K562-ABCB6 cells, flow cytometry, MLPCN library | ATP-binding cassette sub-family B member 6 (Homo sapiens), Q9NP58 | K562-ABCB6 porphyrin accumulation, 1 h; hits give low values | fluorescence ratio to DMSO, % at 10 µM | 360,000 tested, 0.19% active;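 active = fluorescence ratio to DMSO below 75%, the collection mean minus 3 SD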;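 note: signal is porphyrin accumulated inside mitochondria; 100% equals median channel fluorescence of DMSO control wells; lower ratio means ABCB6 inhibition with less porphyrin fluorescence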
An asterisk follows results filed as active; . = no result given.

Value order – MC4R antagonist	TLR9-MyD88 inh	Glyco luc inh	Granule exo inh	ABHD5-PLIN5 inh	aDG glyco act	MC4R barr agon	Vif inh	NOD2 RIPK2 PPI	ABCB6 inh MLPCN
(1) C=CCOC(=O)COc1ccc2c(C)c(C)c(=O)oc2c1C
→ 0	-3	0	-2	-3	-0.3	0.4	-2	-6	101
(2) O=C(NNS(=O)(=O)c1ccc(Br)cc1)c1cccs1
→ 12	-3	0	0	-3	-0.1	-0.3	0	-2	96
(3) CCOC(=O)Cc1csc(NC(=O)c2cc(C)on2)n1
→ 1	3	1	-1	8	0.1	-3.5	-6	11	100
(4) O=C(CC1Nc2ccccc2NC1=O)Nc1ccccc1 (configuration not stated)
→ -3	-9	22	-6	-5	-0.3	-0.2	1	2	100
(5) CCC(=O)c1ccc(O)c(OC)c1
→ -2	-8	-2	-8	4	0.1	-2.8	-6	-4	116
(6) CCN(CC(=O)NCc1ccc(Cl)cc1)C(=O)CSCC(=O)Nc1ccc(C)cc1
→ 4	10	8	-11	6	0.1	-2.9	0	7	100
(7) Cc1nc(-n2cc(F)c(=O)[nH]c2=O)c2nc(C)oc2n1
→ -1	4	2	0	3	0.2	-0.3	-3	-10	93
(8) CO[C@H]1CN(C)C(=O)c2cc(NC(=O)C3CCCC3)ccc2OC[C@@H](C)NC[C@H]1C
→ .	.	.	0	3	0.2	.	.	7	.
(9) Cc1ccc(/C(O)=C2/C(=O)C(=O)N(c3ccccn3)C2c2ccc(F)cc2)cc1 (configuration not stated)
→ 13	-18	0	-5	-2	0.0	-0.6	-1	-7	100
(10) COc1ccc(N(CC(=O)Nc2ccccc2SC)S(C)(=O)=O)cc1OC
→ -3	6	-1	14	4	0.0	-2.9	-18	-6	97
(11) CC/C(=C\C(=O)c1ccncc1)Nc1ccc(Br)cc1
→ -4	-7	1	0	-1	0.1	-1.5	-3	-7	100
(12) O=S(=O)(c1ccccc1)N1CCN(Cc2ccc(Cl)cc2)CC1
→ 5	4	-4	-3	0	-0.1	0.0	-4	4	96
(13) O=C1c2ccccc2C(=O)N1CCc1nc2ccccc2c(=O)n1Cc1ccco1
→ 4	12	-1	-1	-1	0.1	-2.2	5	-5	95
(14) C=CCOc1ccc(-c2nc3c(c(=O)[nH]c(=O)n3CCCC)n2C)cc1Br
→ -1	1	-4	-8	0	0.2	0.8	-16	3	96
(15) COC(=O)C1CCN(S(=O)(=O)Cc2ccccc2)CC1
→ -5	-1	3	6	0	0.2	3.4	0	-2	101
(16) COc1ccc(N/C=C2\CCc3ccccc3C2=O)cc1
→ -2	12	-18	48	-13	0.2	-3.0	29	11	102
(17) COc1cc(-c2ccc3c(=O)c4ccccc4sc3c2)cc(OC)c1OC
→ 4	0	4	-9	-3	0.9	-0.9	-1	-1	100
(18) COc1ccc(S(=O)(=O)NC2CCCCC2)cc1F
→ 0	1	.	-2	-4	0.3	-1.9	.	0	98
(19) CSCCC(NC(=O)c1ccc(Br)cc1)C(=O)O (configuration not stated)
→ 2	6	1	4	1	-0.1	-2.0	22	9	99
(20) CC1CCCCC1NC(=O)CSc1nnc(-c2ccco2)n1C (configuration not stated)
→ 0	-3	0	-5	0	0.1	0.1	-2	0	101

An excerpt from above, showing only ABHD5-PLIN5 inh.
entry | canonical_smiles | ABHD5-PLIN5 inh
7 | Cc1nc(-n2cc(F)c(=O)[nH]c2=O)c2nc(C)oc2n1 | 3
8 | CO[C@H]1CN(C)C(=O)c2cc(NC(=O)C3CCCC3)ccc2OC[C@@H](C)NC[C@H]1C | 3

An excerpt from above in order of their number in ABCB6 inh MLPCN, smallest number first.
nr	Structure	ABCB6 inh MLPCN
7	Cc1nc(-n2cc(F)c(=O)[nH]c2=O)c2nc(C)oc2n1	93
13	O=C1c2ccccc2C(=O)N1CCc1nc2ccccc2c(=O)n1Cc1ccco1	95
10	COc1ccc(N(CC(=O)Nc2ccccc2SC)S(C)(=O)=O)cc1OC	97

Whole records, quoted from the list. Screens in order: MC4R antagonist	TLR9-MyD88 inh	Glyco luc inh	Granule exo inh	ABHD5-PLIN5 inh	aDG glyco act	MC4R barr agon	Vif inh	NOD2 RIPK2 PPI	ABCB6 inh MLPCN
`CCC(=O)c1ccc(O)c(OC)c1` is listed with -2	-8	-2	-8	4	0.1	-2.8	-6	-4	116
`C=CCOc1ccc(-c2nc3c(c(=O)[nH]c(=O)n3CCCC)n2C)cc1Br` is listed with -1	1	-4	-8	0	0.2	0.8	-16	3	96
`O=C1c2ccccc2C(=O)N1CCc1nc2ccccc2c(=O)n1Cc1ccco1` is listed with 4	12	-1	-1	-1	0.1	-2.2	5	-5	95
`COc1ccc(N(CC(=O)Nc2ccccc2SC)S(C)(=O)=O)cc1OC` is listed with -3	6	-1	14	4	0.0	-2.9	-18	-6	97

Continuation:
Value order – MC4R antagonist	TLR9-MyD88 inh	Glyco luc inh	Granule exo inh	ABHD5-PLIN5 inh	aDG glyco act	MC4R barr agon	Vif inh	NOD2 RIPK2 PPI	ABCB6 inh MLPCN
(21) CN(CCc1cn[nH]c1)Cc1nc(Cc2ccccc2F)no1
→ 7	-1	2	5	-2	0.1	-1.5	-1	-3	96
(22) CCOc1cccc2sc(NC(=O)CCS(=O)(=O)c3ccccc3)nc12
→ -6	1	-16	-4	4	-0.2	1.4	-10	5	92
(23) CC(NC(=O)c1ccnc(C(C)(C)C)c1)c1ccccc1 (configuration not stated)
→ -2	1	2	2	1	0.0	1.1	-10	2	84
(24) CCCC(=O)Nc1ccc(C(=O)Nc2cccc(OC)c2)cc1
→ 8	-2	1	2	-2	0.3	-0.9	-3	-4	94
(25) COc1ccccc1N1CCN(C2CCCN(C(=O)c3ccccn3)C2)CC1 (configuration not stated)
→ 0	-2	2	23	-9	0.1	-1.2	-3	-15	102
(26) COCCCn1c(C(C)C)nc2oc3cc(OC)ccc3c(=O)c2c1=O
→ 1	0	2	-1	-7	0.6	-1.3	-6	5	94
(27) CCCCN(C(=O)Cn1nnc2ccccc21)C(C(=O)NCCOC)c1ccc(OC)cc1OC (configuration not stated)
→ -1	3	0	6	2	0.1	-0.8	.	13	108
(28) O=C(NC(Cc1c[nH]c2ccccc12)C(=O)O)/C(=C\c1ccc2c(c1)OCO2)NC(=O)c1ccccc1 (configuration not stated)
→ -3	-3	0	-4	-2	0.2	1.6	-3	-8	97
(29) CC1CCN(c2ccc3nnc(CCC(=O)N4CCCCC4)n3n2)CC1
→ -9	10	1	-2	-7	0.2	-0.9	11	-8	98
(30) O=S(=O)(Nc1ccc(OC(F)F)cc1)c1ccc(-c2ccon2)s1
→ 14	1	-4	9	1	0.2	-1.3	-6	13	100
(31) Fc1ccc(Oc2cc(N3CCOCC3)nc(-c3ccccc3)n2)c(F)c1
→ 6	-2	2	-1	-3	0.0	0.0	0	-3	91
(32) Cc1cccc(-c2cc(C(=O)Nc3cccnc3)c3ccccc3n2)c1
→ 1	1	9	2	5	-0.2	0.8	0	-6	94
(33) COC(=O)c1ccc(COc2ccc(NC(C)=O)cc2)o1
→ -8	-1	1	0	7	-0.1	-2.0	18	3	98
(34) Cc1ccc(NC(=O)CSCC(=O)Nc2sccc2C#N)cc1
→ 21	-29	1	-16	-5	2.0	1.2	3	-1	97
(35) COC(=O)c1ccc(COC(=O)c2ccccc2OC)cc1
→ 2	-4	-1	-3	-8	0.2	-0.4	8	6	104
(36) CCCSc1nnc(NC(=O)c2nc(SC)ncc2Cl)s1
→ -2	-2	2	1	3	0.1	0.6	-1	-8	99
(37) COCCN(CCOC)S(=O)(=O)c1ccc(C(=O)Nc2nnc(C3CC3)o2)cc1
→ 12	-3	4	0	3	0.8	1.2	-7	-7	87
(38) CCOC(=O)c1c(NC(=O)CCC(=O)N(CC)CC)sc2c1CC(C)(C)OC2
→ 4	-6	1	-2	3	0.1	-1.4	-1	5	100
(39) C=CCNC(=S)N1CCN(c2ccccc2Cl)CC1
→ -8	-9	-1	4	-15	0.1	-1.5	-6	7	91
(40) Cc1cccc(OCC(=O)Nc2ccc(N3CCCC3)cc2)c1C
→ 8	5	-1	2	-11	-0.2	-0.8	9	-8	106

Compounds from the list above with a COOH group (2):
Value order – MC4R antagonist	TLR9-MyD88 inh	Glyco luc inh	Granule exo inh	ABHD5-PLIN5 inh	aDG glyco act	MC4R barr agon	Vif inh	NOD2 RIPK2 PPI	ABCB6 inh MLPCN
(19) CSCCC(NC(=O)c1ccc(Br)cc1)C(=O)O (configuration not stated)
→ 2	6	1	4	1	-0.1	-2.0	22	9	99
(28) O=C(NC(Cc1c[nH]c2ccccc12)C(=O)O)/C(=C\c1ccc2c(c1)OCO2)NC(=O)c1ccccc1 (configuration not stated)
→ -3	-3	0	-4	-2	0.2	1.6	-3	-8	97

Continued.
Value order – MC4R antagonist	TLR9-MyD88 inh	Glyco luc inh	Granule exo inh	ABHD5-PLIN5 inh	aDG glyco act	MC4R barr agon	Vif inh	NOD2 RIPK2 PPI	ABCB6 inh MLPCN
(41) COc1cc(/C=C/C(=O)N2CCOCC2)ccc1OCc1ccccc1
→ 3	-3	-9	5	1	-0.1	-0.6	1	1	97
(42) Cc1cc(=O)n2nc(N3CCC(C(=O)NC(C)c4ccccc4)CC3)sc2n1 (configuration not stated)
→ 1	-11	3	-4	5	-0.1	-1.8	-2	-10	97
(43) COc1ccccc1-c1cc(C(F)(F)F)nc(N2CCCC2)n1
→ 5	-1	-3	-4	-2	0.2	-0.8	-5	6	93
(44) O=C(Nc1ccc2c(c1)OCO2)C1Cc2c(-c3ccc4c(c3)OCO4)ccnc2O1 (configuration not stated)
→ -14	.	13	-10	6	0.0	-0.7	-16	10	93

The list is partial. The share of hits here may be higher or lower than overall.
